TIM10 inh – growth inhibitors of isogenic TIM10 control yeast, primary screen, counter-screen for tim10-1 yeast inhibitor project, luminescence, uHTS; 330,000 tested, 1.4% active; AID 463195, 2010; inhibition, % at 10 µM; S. cerevisiae TIM10 strain growth, BacTiter-Glo luminescence, 24 h;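 active means inhibition of 40% or more at the single tested concentration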;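 further: wild-type TIM10 isogenic control strain grown at permissive 25 °C; 0% = DMSO yeast wells and 100% = minimal medium wells without yeast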
beta cell repl – inducers of MIN6 beta-cell proliferation, primary screen, ATP luminescence, uHTS. AID 2380, 2010. 330,000 tested, 0.29% active. MIN6 cells proliferation, ATPlite luminescence, 48 h; cells starved in 0.2% serum; 100% = growth in 10% serum. proliferation, % at 10 µM;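 active means compounds whose signal lies at least 3.5 SD above the mean of all wells on their plate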;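 further: 0% = DMSO-treated cells in low-serum medium and 100% = 10% serum control; some compounds called inactive have numbers as strong as hits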
hIAP block – human IAP inhibitors, primary screen, biochemical, luminescence, uHTS; inhibition, % at 10 µM; purified IAP, CDP-Star luminescence, 30 min; Intestinal-type alkaline phosphatase (Homo sapiens), P09923; 330,000 tested, 0.12% active;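 active means inhibition reaching a set limit with compound at 10 µM in the primary screen, cut at about 35% in these data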;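 further: plate controls were DMSO wells with enzyme for no effect and no-enzyme buffer wells for full effect; values of inactives mirror those of a sister screen read the other way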
Target sequence (P09923 whole entry, looked up): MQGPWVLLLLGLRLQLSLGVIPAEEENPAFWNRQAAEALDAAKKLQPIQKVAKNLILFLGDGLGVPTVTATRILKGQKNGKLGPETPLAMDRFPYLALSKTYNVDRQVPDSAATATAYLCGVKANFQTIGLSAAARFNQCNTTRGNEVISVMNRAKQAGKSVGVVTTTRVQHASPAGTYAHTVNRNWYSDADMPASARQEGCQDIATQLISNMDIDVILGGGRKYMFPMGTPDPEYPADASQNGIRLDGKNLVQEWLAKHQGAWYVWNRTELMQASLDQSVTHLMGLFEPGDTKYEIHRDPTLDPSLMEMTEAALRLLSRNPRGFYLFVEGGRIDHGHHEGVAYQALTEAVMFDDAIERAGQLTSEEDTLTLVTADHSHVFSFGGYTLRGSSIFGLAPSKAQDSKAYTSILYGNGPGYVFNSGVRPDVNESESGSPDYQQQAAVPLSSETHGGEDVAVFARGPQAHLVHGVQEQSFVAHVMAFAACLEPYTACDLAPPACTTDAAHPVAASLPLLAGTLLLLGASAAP
mIAP act – activators of mouse IAP, primary screen, biochemical, luminescence, uHTS; activation factor at 10 µM; intestinal alkaline phosphatase [Mus musculus]; muIAP, CDP-Star luminescence, 30 min; active compounds read high; 1 = vehicle-only enzyme signal, 0 = enzyme-free wells; 330,000 tested, 0.24% active; AID 2805, 2010;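 active means activation factor of at least 2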; further: the source names both 10 and 20 µM as test concentration; values of inactives mirror those of a sister screen read the other way
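also added = chemiluminescent substrate CDP-Star | test system = mouse IAP enzyme | signal = chemiluminescence readout | compound = DMSO-dissolved test compounds | incubation = 30 min at room temperature | benchmarks = DMSO wells, no-enzyme wells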
NLRP3 yeast inh – NALP3 inflammasome inhibitors in reconstituted yeast, primary screen, luminescence, uHTS; Yeast reconstituted NLRP3/ASC/caspase-1, beta-gal luminescence, 24 h; inhibition, % at 10 µM; 330,000 tested, 0.39% active; AID 2825, 2010;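 active means inhibition of 50% or more; inactive means inhibition below 50%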;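 further: plate controls were induced DMSO wells for no effect and uninduced yeast grown without galactose for full effect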
APOBEC3A inh – APOBEC3A ssDNA deaminase inhibitors, primary screen, selectivity assay for APOBEC3G inhibitor project, biochemical, FAM/TAMRA oligo cleavage fluorescence; AID 493011, 2011; inhibition, % at 20 µM; recombinant A3A, FAM/TAMRA ssDNA deamination fluorescence; DNA dC->dU-editing enzyme APOBEC-3A (Homo sapiens), P31941; 330,000 tested, 0.41% active;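 active means at least 40% inhibition at 20 µM here, with at most 30% in a related deaminase screen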;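 further: plate controls were A3A with DMSO for no effect and wells lacking A3A enzyme for full effect; some results filed as inactive read as strong as hits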
Target sequence (P31941 whole entry, looked up): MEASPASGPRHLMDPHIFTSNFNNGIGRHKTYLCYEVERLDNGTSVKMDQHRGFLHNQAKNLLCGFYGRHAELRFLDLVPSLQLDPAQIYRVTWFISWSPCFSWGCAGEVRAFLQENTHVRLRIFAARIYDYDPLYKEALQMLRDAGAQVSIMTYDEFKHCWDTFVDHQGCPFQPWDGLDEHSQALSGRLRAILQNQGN
tim10-1 inh – growth inhibitors of tim10-1 mutant yeast, primary screen, luminescence, uHTS. inhibition, % at 20 µM. 330,000 tested, 2.2% active. S. cerevisiae tim10-1 ts strain growth, BacTiter-Glo, 24 h. AID 463190, 2010;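 active means inhibition of at least 40%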;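 further: mutant grown at 25 °C; 0% = DMSO wells with yeast and 100% = wells holding no yeast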
APOBEC3G inh – APOBEC3G DNA deaminase inhibitors, primary screen, biochemical, fluorescence, single-stranded DNA substrate, uHTS | inhibition, % at 20 µM | 330,000 tested, 0.28% active | AID 493012, 2011 | recombinant A3G, ssDNA deamination FAM/TAMRA fluorescence | DNA dC->dU-editing enzyme APOBEC-3G (Homo sapiens), Q9HC16;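 active means inhibition of at least 40% at 20 µM, with no more than 30% in the related APOBEC3A deaminase screen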;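 further: plate controls were DMSO wells with A3G for no effect and wells lacking A3G enzyme for full effect; some compounds called inactive have numbers as strong as hits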
mIAP block – inhibitors of mouse IAP, primary screen, biochemical, luminescence, uHTS; intestinal alkaline phosphatase [Mus musculus]; purified mouse IAP, CDP-Star luminescence, 30 min; inhibition, % at 10 µM; 330,000 tested, 0.2% active; AID 2806, 2010;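 active means inhibition of at least 40% at 10 µM in the primary screen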;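 further: plate controls were DMSO with enzyme for no effect and no enzyme wells for full effect; values of inactives mirror those of a sister screen read the other way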
* marks the source's active call; other numbers are inactive results.

#	canonical_smiles	TIM10 inh	beta cell repl	hIAP block	mIAP act	NLRP3 yeast inh	APOBEC3A inh	tim10-1 inh	APOBEC3G inh	mIAP block
1	c1cc2c(cc1-c1csc(NNC3=NCCCCC3)n1)OCCO2	18	-6	13	0.89	13	-1	31	-3	11
2	Cn1c(SCc2nc3cc(C(=O)O)ccc3c(=O)[nH]2)nnc1C(F)(F)F	9	-1	-13	1	-3	-2	-4	5	0
3	COCc1cc(C)nc(SCC(=O)Nc2ccc3[nH]c(=O)[nH]c3c2)c1C#N	-19	-5	-8	1.1	13	-5	-7	-2	-6
4	CC(C)C(NC(=O)c1ccc(C(C)(C)C)cc1)C(=O)N1CCCC1 (stereo not drawn)	20	0	3	0.98	13	3	29	-4	2
5	O=C(Nc1cccnc1Cl)c1cc2c(s1)-c1ccccc1OC2	-12	-1	2	0.95	30	-6	13	-8	5
6	O=C(CCl)NCc1cc(-c2ccc(Cl)cc2)no1	17	-5	-1	1	-27	-3	15	-9	-2
7	COc1ccc(C2CC(=O)C3=C(C2)Nc2ccccc2N(C(=O)CCC(=O)O)C3c2ccc(F)cc2)cc1 (stereo not drawn)	14	-2	2	1	-4	0	6	0	-3
8	COC(=O)C(C)(C)ONC(=O)Nc1ccccc1[N+](=O)[O-]	2	1	-2	0.97	9	-1	0	-2	3
9	COc1ccc(-n2c(SCC(=O)N3CCCCC3)nc3ccccc3c2=O)cc1	15	-3	8	0.96	12	-3	5	-2	4
10	O=C(NCCc1c[nH]c2ccccc12)c1cc2sccc2n1Cc1ccccc1	28	-5	0	1.1	7	-2	33	-3	-8
11	CC1CCCCC1NC(=O)/C(C#N)=C/c1ccccc1F (stereo not drawn)	85*	-6	1	1	21	-4	89*	-7	-3
12	Cc1ccc(C(=O)OCn2ncc(Cl)c(Cl)c2=O)cc1	72*	-6	8	0.98	4	-1	75*	-2	2
13	Cc1ccccc1NC(=S)Nc1ccc2cn[nH]c2c1	11	0	1	1	6	6	8	-18	0
14	CCOC(=O)c1c(NC(=O)Cn2nc(C(=O)O)c3ccccc3c2=O)sc(C)c1C	-7	-2	4	0.89	17	1	1	-10	12
15	Cc1cc(C(=O)COC(=O)C2CC2)c(C)n1-c1ccc(F)cc1	13	-6	4	1.1	-23	-4	10	-7	-8
16	S=c1[nH]nc(Cn2nnc3ccccc32)n1-c1ccccc1	9	-4	-3	0.91	15	-5	2	6	9
17	Cc1ccc(N2CCN(C(=O)C3CCCN(c4ncnc5c4nc4n5CCCCC4)C3)CC2)c(C)c1 (stereo not drawn)	22	-3	33	1.1	10	6	36	11	-8
18	C/C(=N\OCC(=O)N/N=C/c1ccc(C)cc1O)c1cccs1	53*	-6	-38	1.1	13	51*	18	-7	-12
19	CCOc1ccc(NC(=O)NC2CCS(=O)(=O)C2)cc1 (stereo not drawn)	-10	-2	-18	1.2	-8	-3	-2	-5	-16
20	COC(=O)c1[nH]c(C)c(/C(O)=C2\C(=O)C(=O)N(CCN(C)C)C2c2ccco2)c1C (stereo not drawn)	-12	1	4	0.99	10	-1	17	-6	1
21	CCc1cc(=O)oc2cc(C)cc(OCC(=O)NC3CC3)c12	1	4	-7	0.96	-14	-4	4	-1	4
22	CCOC(=O)/C(C#N)=C1/SC(CC)C(=O)N1c1ccc(C)cc1 (stereo not drawn)	0	-3	-11	0.88	21	0	19	-1	12
23	OC(c1cccnc1)c1cccs1 (stereo not drawn)	-19	-3	-10	1	5	-3	-7	-3	-3
24	Cc1ccc(C(=O)C[n+]2ccc3ccccc3c2)cc1	35	-3	5	0.92	18	-4	24	0	8
25	Cc1cc(C)cc(Nc2cnn(C34CC5CC(CC(CC(=O)O)(C5)C3)C4)c(=O)c2Cl)c1	-6	-3	-10	1	2	-1	-5	-3	-4
26	Cc1ccc(-n2cc(C(=O)c3ccc(F)cc3)nn2)cc1Cl	-3	-2	-10	1	12	3	-3	-2	-2
27	CN(CC(=O)Nc1ccccc1Cl)C(=O)COC(=O)C1CCN(c2ccc(C(F)(F)F)cn2)CC1	21	-1	-2	1	2	3	16	-1	0
28	Cn1nc(C(=O)N2CCCCC2)c2c1-c1ccccc1S(=O)(=O)C2	1	-3	-22	0.91	0	-4	11	-5	9
29	Cc1ccc(S(=O)(=O)Cc2ccc(C(=O)NC3CCCC3)o2)cc1	-2	-1	-18	0.97	12	4	17	-5	3
30	CCN1C(=O)N[C@@H](CCc2ccccc2)[C@H](C(C)=O)[C@H]1C	16	-3	-8	0.98	1	-4	9	-10	2
31	CC(=O)N1CCN(c2ccc(NCc3ccc4c(c3)OCO4)cc2)CC1	10	-4	-11	0.91	15	-3	5	0	9
32	O=C(NCc1cccc(F)c1F)C1CCC(=O)N(C2CCCCCC2)C1 (stereo not drawn)	-4	-1	-13	0.91	15	-1	7	-7	9
33	COc1ccc(CNC(=O)Cn2nc(C)c3c(C)n(-c4ccc(C)cc4)nc3c2=O)cc1OC	13	-2	-10	1	-3	-4	5	-6	-2
34	COc1ccc(C2C(C#N)=C(N)OC3=C2C(=O)CC(C)(C)C3)cc1 (stereo not drawn)	10	-1	7	0.88	9	-2	9	-4	12
35	C=CCC(=O)N1CCCC(CCC(=O)NCc2ccccc2F)C1 (stereo not drawn)	5	-2	7	0.98	13	1	5	-7	2
36	Cc1nn(Cc2ccc(Cl)cc2)c(C)c1NC(=O)c1ccc([N+](=O)[O-])cc1	16	0	4	1	11	0	53*	-2	-3
37	CCOC(=O)C1(CCCc2ccccc2)CCN(C(=O)COC)CC1	7	-2	-9	0.96	20	-2	4	-5	4
38	COc1ccc(OCC(=O)OCC(=O)NCc2ccc(F)cc2)cc1	4	-1	-18	1	18	-1	4	-2	-4
39	Cc1nc2ccccc2c(=O)n1/N=C/c1ccco1	4	0	-21	0.91	-1	2	2	-6	9
40	CN1C(C(=O)Nc2ccccn2)=C(O)c2sc(Cl)cc2S1(=O)=O	-3	2	-15	0.92	8	-4	10	-1	8
41	CC(C)c1ccc(CNn2cnnc2)cc1	0	1	14	0.91	21	-2	4	-3	9
42	COc1cccc(NS(=O)(=O)c2ccc(-c3coc(C)n3)cc2)c1	-7	-3	-9	1	9	1	4	-5	-4
43	Cc1cc(C)c(NC(=O)c2ccc3nccnc3c2)c(C)c1	-10	3	-8	0.93	12	1	4	-8	7
44	O=C(CSc1nc2ccccc2c(=O)n1-c1ccccc1Cl)Nc1cccc(S(=O)(=O)N2CCOCC2)c1	19	0	7	1.2	0	1	11	-3	-21
45	CCOc1ccc(N(C)S(=O)(=O)c2ccc(-c3ccc(=O)[nH]n3)s2)cc1	8	0	28	0.97	16	3	-6	5	3
46	CCN(C(=O)c1cccc(S(=O)(=O)N2CCCCC2)c1)C1CCS(=O)(=O)C1 (stereo not drawn)	7	-4	-4	0.84	14	0	6	-2	16
47	COc1ccc(CNC(=O)C2(CC3CC(c4ccccc4)=NO3)CCN(C(=O)Cc3ccc(F)cc3)CC2)cc1 (stereo not drawn)	-3	-3	-14	1.1	1	-8	-11	-15	-10
48	Cc1nc(SC(C)C(=O)Nc2c(C)n(C)n(-c3ccccc3)c2=O)nc(C)c1C (stereo not drawn)	-2	-1	10	1	1	-3	7	-8	-2
49	Cc1ccc(NC(=O)CO/N=C(\N)c2nonc2N)cc1	-1	-1	-10	0.92	-1	-6	-8	-9	8
50	COc1ccc(S(=O)(=O)Nc2c(C(=O)O)[nH]c3ccccc23)cc1	12	-2	6	0.97	12	-5	12	-5	3
51	COc1ccc(CN2CCN(C3CCC3)CC2CCO)c(F)c1 (stereo not drawn)	-4	2	-24	1	17	-4	-9	-2	-1
52	C=CCNC(=O)c1oc2ccc(S(=O)(=O)N(CC)CC)cc2c1C	26	-2	13	0.99	6	-2	27	-4	1
53	C[N+](C)(C)C(Cc1ccccc1)C(=O)[O-] (stereo not drawn)	-8	-3	14	0.53	1	0	-14	5	47*
54	O=C1CCCc2[nH]nc(-c3cccnc3)c21	-3	0	0	1	7	-4	2	-8	-4
55	S=c1[nH]c(-c2ccccc2)cn1/N=C/c1cccnc1	-7	-4	3	0.94	7	-9	17	50*	6
56	CSc1nncn1/N=C/c1ccc([N+](=O)[O-])cc1	22	-5	-1	1	22	3	0	10	0
57	CCSc1oc(-c2ccco2)nc1S(=O)(=O)c1ccc(C)cc1	-13	-2	14	0.98	52*	0	-4	-13	2
58	COc1cc(NC(=O)CCc2nnc3ccc(NCc4ccco4)nn23)cc(OC)c1	-4	-1	-24	0.95	3	1	3	-1	5
59	COc1ccc(S(=O)(=O)NC2CCCC2)c(OC)c1	4	4	-9	0.94	-3	-2	-5	-8	6
60	Cc1ccc(NC(=O)COC(=O)C2CCC(=O)N2)c([N+](=O)[O-])c1 (stereo not drawn)	19	-2	0	0.98	2	3	13	0	2

The results go on:
#	canonical_smiles	TIM10 inh	beta cell repl	hIAP block	mIAP act	NLRP3 yeast inh	APOBEC3A inh	tim10-1 inh	APOBEC3G inh	mIAP block
61	COc1ccc(CCNC(=O)c2ccc3c(c2)N(Cc2ccc(C)cc2)CCS3)cc1OC	4	-2	-45	1.6	8	1	16	4	-57
62	CC(C)N1CCc2c(sc(NC(=O)c3ccc(S(=O)(=O)N4CCCCC4C)cc3)c2C(N)=O)C1 (stereo not drawn)	9	-3	2	1	22	-6	4	-8	-3
63	CC(=O)c1ccc(S(=O)(=O)N2CCN(c3nc4c(C)c(C)ccc4cc3C#N)CC2)cc1	26	-5	6	0.88	18	-5	39	-9	12
64	COc1cc(CC(=O)Nc2cccc(SC)c2)cc(OC)c1OC	10	3	-12	1.1	-13	1	17	0	-11
65	Cc1ccc(C(C)C)c(OCC(=O)Nn2c(C)nc3ccccc3c2=O)c1	23	0	-5	1.1	8	-1	47*	-7	-9
66	O=C(CN1C(=O)NC2(CCCCC2)C1=O)Nc1cccc(S(=O)(=O)N2CCOCC2)c1	-1	-1	-5	1.1	-4	8	1	1	-9
67	Cc1ccc(C(=O)Nc2ncc(Cc3ccccc3)s2)o1	49*	-5	-32	1	19	0	53*	-7	0
68	CCCCN(CCCC)C(=S)NC(=O)c1ccccc1Cl	48*	-2	15	1	29	-1	39	0	-2
69	O=C(COC(=O)C1CCN(S(=O)(=O)c2cccc3cccnc23)CC1)c1ccc([N+](=O)[O-])cc1	15	-1	-15	1	14	0	3	-5	-4
70	COc1cccc(CC(=O)Nc2ccc(S(=O)(=O)Nc3nc(C)cc(C)n3)cc2)c1	-1	-2	-2	1	5	8	7	-7	0
71	CN(C)c1nc2ncn(Cc3ccccc3)c2c(=O)[nH]1	10	-1	21	1	-17	-1	5	-4	0

Source: PubChem
